From PubChem BioAssay
HTR5A ag ctr: activates human HTR5A in OPRM1-OPRD1 agonist counter-screen; activation, % at 9.3 µM; AID 504692; P47898; 340,000 tested, 0.61% active; HTR5A agonist assay, luminescence, cell-based; in the data active = activation mostly above about 9.5%, no sharp cut-off; inactive = mostly below about 7.6%;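 also: 0% = cells with vehicle only and 100% = reference agonist; strong numbers were not always called active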
OPRM1-OPRD1 ag: OPRM1-OPRD1 heterodimerization agonism; activation, % at 9.3 µM; P35372+P41143; cells, luminescence; 340,000 tested, 0.3% active; AID 504326; in the data active = activation above about 18%;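 also: 0% = vehicle-treated cells and 100% = reference agonist; values of inactives mirror those of a sister screen read the other way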
Mot1-301 SUMO: blocks SUMOylation pathway, rescuing yeast Mot1-301 growth | S. cerevisiae Mot1-301 growth rescue, ATP luminescence, 38.5C; percent above DMSO median, 100 means doubled | growth rescue, % at 18.8 µM | 320,000 tested, 1% active;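 active = every valid replicate shows activation above 250% relative to neutral control wells; inactive = the rest, any valid replicate at or below 250%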;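 also: OY570 slx delta 5 strain wells were the positive control but not used for scaling; some compounds called inactive have numbers as strong as hits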
Ecoli viability: reduces bacterial viability in AddAB counter-screen. E. coli V3065 growth, OD600 absorbance, 18 h. 330,000 tested, 0.27% active. inhibition, % at 11.9 µM;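 active = inhibition above the campaign's mean inhibition across all tested compounds plus 3 SD, cut at about 9.9% in these data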;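 also: uninfected addAB+ strain grown without phage in ampicillin broth; 0% = DMSO wells and 100% = ciprofloxacin 0.95 µg/ml wells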
MOR-DOR inv ag: inverse agonist of human OPRM1-OPRD1 heterodimerization | inhibition, % at 9.3 µM | cell-based MOR-DOR heterodimer luminescence, inverse agonism | AID 504357 | 340,000 tested, 0.21% active; in the data active = inhibition above about 22%, passing the limit was not always enough;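 also: 0% = cells with DMSO and 100% = wells without cells with DMSO; values of inactives mirror those of a sister screen read the other way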
AddAB inh: less growth of phage-infected E. coli with AddAB. E. coli expressing H. pylori AddAB, absorbance growth. inhibition, % at 11.9 µM. 330,000 tested, 0.29% active; in the data active = inhibition above about 12%;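 also: 0% = vehicle wells of infected cells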
Pemphigus Ab inh: blocks pemphigus antibody binding to human desmoglein-3 | DSG3-coupled beads, scFv-anti-DSG3-GFP binding, flow cytometry; stronger effect = lower value | AID 588358 | 310,000 tested, 0.48% active | binding (percent of control), % at 10 µM | P32926;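 active = binding more than 3 SD below its plate's average and above zero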;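 also: hits lower antibody fragment binding to DSG3; some compounds called inactive have numbers as strong as hits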
Target sequence (P32926 whole entry, looked up, the tested form may be a part): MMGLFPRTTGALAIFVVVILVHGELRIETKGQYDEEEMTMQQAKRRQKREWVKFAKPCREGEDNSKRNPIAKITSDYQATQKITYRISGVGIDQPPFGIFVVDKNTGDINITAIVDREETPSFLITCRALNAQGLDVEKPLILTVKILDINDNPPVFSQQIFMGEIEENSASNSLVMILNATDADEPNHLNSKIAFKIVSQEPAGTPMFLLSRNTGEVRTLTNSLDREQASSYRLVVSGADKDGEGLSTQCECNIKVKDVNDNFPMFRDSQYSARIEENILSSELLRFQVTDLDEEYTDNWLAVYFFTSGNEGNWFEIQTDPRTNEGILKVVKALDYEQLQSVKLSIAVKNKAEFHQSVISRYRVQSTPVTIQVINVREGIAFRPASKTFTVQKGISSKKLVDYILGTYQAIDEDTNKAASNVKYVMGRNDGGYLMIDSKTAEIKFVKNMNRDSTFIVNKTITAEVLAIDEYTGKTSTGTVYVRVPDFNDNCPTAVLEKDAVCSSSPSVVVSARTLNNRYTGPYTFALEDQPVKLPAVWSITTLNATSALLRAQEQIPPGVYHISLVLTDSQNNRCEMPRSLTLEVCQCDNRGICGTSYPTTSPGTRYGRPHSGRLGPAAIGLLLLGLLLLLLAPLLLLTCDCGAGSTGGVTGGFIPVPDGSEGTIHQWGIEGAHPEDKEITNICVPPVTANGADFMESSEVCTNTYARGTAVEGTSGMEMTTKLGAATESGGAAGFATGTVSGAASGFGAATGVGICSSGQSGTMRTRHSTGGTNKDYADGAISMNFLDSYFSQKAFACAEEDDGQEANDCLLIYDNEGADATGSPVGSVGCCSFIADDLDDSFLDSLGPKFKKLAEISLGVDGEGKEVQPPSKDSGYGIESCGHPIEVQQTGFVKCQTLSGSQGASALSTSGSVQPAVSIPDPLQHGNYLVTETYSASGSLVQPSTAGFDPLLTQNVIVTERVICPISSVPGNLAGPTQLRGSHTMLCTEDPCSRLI
phage Ecoli inh: E. coli growth loss with phage present | growth absorbance | inhibition, % at 11.9 µM | 360,000 tested, 0.26% active; in the data active = inhibition above about 11%
HTR5A inv ag: counter-screen for OPRM1-OPRD1 inverse agonists: human HTR5A inverse agonism | HTR5A cell line, luminescence | P47898 | inhibition, % at 9.3 µM | 340,000 tested, 0.083% active; in the data active = inhibition mostly above about 23%, no sharp cut-off; inactive = mostly below about 18%;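 also: 0% = cells with DMSO and 100% = no-cell wells with DMSO; some compounds called inactive have numbers as strong as hits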
PfHsp90 set2: reduces growth (ATP signal) of yeast expressing P. falciparum Hsp90; S. cerevisiae expressing PfHsp90, BacTiter-Glo ATP, 48 h; yeast lacking PDR1 and PDR3 efflux regulators; inhibition, % at 9.4 µM; 310,000 tested, 0.32% active; AID 504621;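 active = every replicate shows inhibition above about 80%, whatever the replicate mean, limit read from the data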;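 also: 0% = DMSO neutral controls and 100% = 20 µM radicicol positive controls; yeast relying on Plasmodium falciparum Hsp90 in place of its own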
PKA-R1A activ: activators of PKA-R1A complex. 340,000 tested, 0.083% active. activation, % at 11.4 µM. PKA-R1A dissociation, Cy5-IP20 fluorescence polarization; scaled: DMSO 0%, 113 µM cGMP 100%. AID 504707;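 active = percent activation above the mean of all tested compounds plus 3 SD, cut at about 19% in these data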;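 also: higher means more PKAc released from R1A so a rise in polarization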
Active calls of the source: *; / = not tested or not shown; + = active, no number.

Order of results – HTR5A ag ctr	OPRM1-OPRD1 ag	Mot1-301 SUMO	Ecoli viability	MOR-DOR inv ag	AddAB inh	Pemphigus Ab inh	phage Ecoli inh	HTR5A inv ag	PfHsp90 set2	PKA-R1A activ
Cc1ccc(-n2cccn2)c(CN2CCC(CO)(CCc3ccccc3)CC2)c1
    -3	29*	/	/	-134	/	107	3.2	8	-28	-4
CCn1cc(C(=O)NCC2CCCO2)c2cc(OC)c(OC)cc2c1=O (configuration not stated)
    2	-3.1	-19	0.6	18	0.8	100	2.5	-6	/	-2
Cc1cccc(N2CCN(C(=O)c3ccccn3)CC2C)c1 (configuration not stated)
    1	-0.8	101	-1.1	4	1.0	126	-1.5	22	/	-7
CCCCc1cc(=O)oc2cc(OCc3nn[nH]n3)c(Cl)cc12
    5	-4.1	22	-1.4	17	1.4	/	-0.9	-11	2	-1
O=C(O)C1CCCN1S(=O)(=O)c1ccc(Cl)cc1 (configuration not stated)
    1	-1.6	0	1.2	7	0.0	114	2.1	-4	6	-4
Nc1cccc([N+](=O)[O-])c1
    0	0.1	8	3.0	-1	2.5	/	-1.5	-17	-3	-14
CCCCn1c(SCC(=O)Nc2nnc(C)s2)nc2c1c(=O)n(C)c(=O)n2C
    0	-1.4	-5	0.7	8	2.5	101	0.2	-11	/	-15
CC(=O)Nc1nc(C(=O)O)cs1
    2	-2.7	3	-0.7	15	-2.4	101	3.4	-5	-9	-7
CCOc1ccc(NC(=O)CC2C(=O)N(c3ccccc3)C(=S)N2Cc2ccccn2)cc1 (configuration not stated)
    1	-0.4	+	-0.2	2	1.1	/	0.5	-11	/	-1
Cc1ccc(C(=O)N/C(=C\c2ccc3c(c2)OCO3)C(=O)Nc2ccc(C(=O)O)cc2)cc1
    0	-1.3	-10	-0.6	7	3.3	104	3.5	1	-14	2
COc1ccc(C2=NOC(Cn3nc(C(=O)NCc4ccc(OC(F)(F)F)cc4)cc3-c3ccccc3)C2)cc1 (configuration not stated)
    7	0.7	-5	-1.4	-3	3.4	102	2.4	4	0	-3
O=C(c1ccc(N2CCN(C(=O)c3ccc(F)cc3F)CC2)cc1)c1cccc(F)c1
    4	-2.5	-3	1.6	8	3.1	100	1.1	-6	-24	-6
COc1ccc(S(=O)(=O)NCCc2ccccc2)c2cccnc12
    -1	-2.5	169	-0.5	13	-0.5	98	2.2	5	2	0
CCCCNC(=S)Nc1cccc(C(C)=O)c1
    2	-2.9	/	-0.8	15	-1.4	97	1.0	-5	-3	-1
CNS(=O)(=O)c1cccc(C(=O)OCc2cc(C(C)=O)ccc2OC)c1
    -3	-3.8	146	1.7	20	4.7	100	3.0	9	1	7
COC(=O)C(C)(C(=O)OC)c1ccc([N+](=O)[O-])cn1
    -1	-2.9	-3	1.2	14	-1.5	99	7.8	26	2	-4
CCOC(=O)C1CCN(c2ncnc3cc(OC)c(OC)cc23)CC1
    12	-0.1	7	1.6	1	1.9	/	3.9	2	-7	-14
Clc1ccc(CNc2nc(N3CCOCC3)nc(N3CCOCC3)n2)cc1
    0	-0.7	-9	-1.1	4	-0.5	100	1.1	0	-5	-9
O=C(OCCc1cc2ccccc2c(=O)o1)c1ccc(C(F)(F)F)cc1
    4	3.5	2	-0.6	-19	0.5	100	1.9	2	-27	-2
C=CCN1CCc2c(cc(O)c(O)c2Br)[C@@H](c2ccccc2)C1
    57*	8.9	13	-0.6	-49	-2.1	107	3.6	-109	-6	7

Whole records, looked up by structure. Values in the order: HTR5A ag ctr, OPRM1-OPRD1 ag, Mot1-301 SUMO, Ecoli viability, MOR-DOR inv ag, AddAB inh, Pemphigus Ab inh, phage Ecoli inh, HTR5A inv ag, PfHsp90 set2, PKA-R1A activ
CCCCNC(=S)Nc1cccc(C(C)=O)c1 across the screens: 2, -2.9, /, -0.8, 15, -1.4, 97, 1.0, -5, -3, -1
COC(=O)C(C)(C(=O)OC)c1ccc([N+](=O)[O-])cn1 across the screens: -1, -2.9, -3, 1.2, 14, -1.5, 99, 7.8, 26, 2, -4
CNS(=O)(=O)c1cccc(C(=O)OCc2cc(C(C)=O)ccc2OC)c1 across the screens: -3, -3.8, 146, 1.7, 20, 4.7, 100, 3.0, 9, 1, 7

(further entries)
Order of results – HTR5A ag ctr	OPRM1-OPRD1 ag	Mot1-301 SUMO	Ecoli viability	MOR-DOR inv ag	AddAB inh	Pemphigus Ab inh	phage Ecoli inh	HTR5A inv ag	PfHsp90 set2	PKA-R1A activ
Cc1ccn(C)c(=N)c1
    -1	-2.0	-8	2.0	10	0.6	97	0.2	4	-4	7
COc1ccc(C(CNC(=O)c2ccc(NS(=O)(=O)c3ccc(F)c(C)c3)cc2)N(C)C)cc1 (configuration not stated)
    -1	-2.9	371	-0.5	16	-0.3	118	1.0	2	-15	-20
COc1ccc(C(=O)c2c[nH]c(C(=O)NCc3cccnc3)c2)cc1
    -4	-4.3	12	0.0	21	2.0	92	2.6	10	-20	-11
CCN(CC)S(=O)(=O)c1ccc(C)c(NC(=O)COC(=O)c2ccc(C)c(S(=O)(=O)N3CCOCC3)c2)c1
    -5	-0.8	-13	0.9	4	-2.4	104	0.6	15	-7	-7
O=C(COC(=O)/C=C/c1cccc(C(F)(F)F)c1)NC1CCCCCC1
    6	0.0	0	-1.9	0	-1.1	99	0.2	-14	3	-2
COc1ccc2c(c1)CC/C2=N\OC(=O)c1cccc(C)c1
    14*	6.9	18	-1.2	-33	1.1	/	1.8	-1	-34	-4
Cc1c(NC(=O)CSc2nnc(Nc3ccccc3)s2)c(=O)n(-c2ccccc2)n1C
    0	-1.1	-2	0.3	6	2.4	103	3.4	-1	8	2
CCn1c2ccccc2c2cc(/C=N/NC(=O)c3cc(O)cc(O)c3)ccc21
    4	4.6	-14	0.7	-23	2.5	101	2.1	-11	-15	-11
Cc1nc(C(=O)NNC(=O)c2ccccc2)c(C(F)(F)F)o1
    -3	-1.9	6	-2.1	10	-2.8	100	1.0	-23	13	5
COc1ccc(Cc2noc(CN(C)CC3CCN(Cc4ccccc4)CC3)n2)cc1OC
    0	-2.7	1	0.1	15	1.1	102	0.4	-28	14	0
COc1ccccc1NC(=O)CSc1nc(O)cc(=O)[nH]1
    0	-2.5	-1	-0.8	14	3.1	104	-1.4	13	-5	-9
Cc1cc(N2CCN(Cc3cn(C)nc3-c3ccccc3F)CC2)cc(C)n1
    0	-1.3	-3	-1.8	6	-1.5	/	2.0	-3	-5	-7
COc1ccc(-c2c3c(=O)n(C)c(=O)n(C)c3cn2-c2cc(OC)ccc2OC)cc1
    3	-1.7	/	0.4	10	0.7	106	1.0	-24	2	2
CCCn1c(SCC(=O)Nc2nc(C)c(C(=O)OC)s2)nnc1C(C)C
    -1	-0.6	414	0.8	3	2.6	93	1.3	3	26	2
O=C(Nc1ncc([N+](=O)[O-])s1)C1COc2ccccc2O1 (configuration not stated)
    7	-2.1	17	1.4	11	1.8	99	0.7	-16	-35	-4
CCCNc1ncnc2[nH]ncc12
    5	-0.9	/	/	5	/	115	1.9	-21	1	-4
COC(=O)Cc1ccc(NC(=S)NCc2ccc(Cl)cc2)cc1
    1	1.3	-2	0.8	-7	2.1	101	2.9	-4	37	-8
O=C(CSc1n[nH]c(-c2ccccc2)n1)Nc1ccccc1O
    9	-3.3	9	0.9	17	1.8	100	2.0	-21	17	-7
Cc1cc(C)c(CN2CCN(C(=O)Cn3cnc4c(NCc5ccccc5)ncnc43)CC2)c(C)c1
    /	/	/	0.4	/	0.6	105	1.6	/	-14	-7
CC[C@H](C)[C@H]1CNC(=O)C(=O)N1CC1CCN(CCCc2ccc(OC)c(OC)c2)CC1
    -1	-2.1	/	/	10	/	114	0.6	4	8	-8
Cc1cc(C)cc(-c2nc(-c3ccncc3)no2)c1
    2	3.4	7	1.4	-19	3.0	100	2.9	-5	-11	-9
CN1CCN(S(=O)(=O)c2ccc(NC(=O)c3ccco3)cc2)CC1
    1	-2.9	312	0.4	14	5.2	93	0.1	-2	-14	-9
COc1ccc(-c2nc3c4ccccc4ccn3c2CN2CCOCC2)cc1OC
    11	-2.6	-14	-2.0	14	0.0	88	0.8	-31	-15	-14
COCCn1c(N)c(N(Cc2ccccc2)C(=O)c2cc3ccccc3o2)c(=O)[nH]c1=O
    -1	-0.5	-21	-0.5	2	5.1	84	1.5	2	27	0
COc1ccccc1N1CCN(CCCNC(=O)Nc2ccccc2)CC1
    -5	-3.3	-6	1.3	14	3.1	100	3.4	12	20	-11
CSc1nc(N2CCOCC2)c2c(c1C#N)CC(C)(C)OC2
    -3	-1.1	1	1.8	6	4.0	101	1.1	8	-3	5
CC(C)C1COC(c2cccc3ccccc23)=N1 (configuration not stated)
    0	0.1	64	-1.4	0	3.2	106	0.9	0	-19	-6
COc1ccc(OCC(=O)N2CCN(C(=O)c3ccco3)CC2)cc1
    0	-2.5	46	-0.6	14	0.6	102	0.6	-39	-2	-2
COC(=O)[C@H](C)NC(=O)Nc1ccc(S(N)(=O)=O)cc1
    -1	2.1	-9	2.9	-12	1.5	97	2.9	1	17	-1
Cc1ccc(-c2nc(-c3ccccn3)no2)cc1[N+](=O)[O-]
    9	-3.2	412	-1.9	16	6.2	117	0.1	-6	7	14
COc1ccc(/C=C2/Sc3ccc(C(=O)NCCCN4CCOCC4)cc3NC2=O)cc1OC
    2	-0.3	-15	-3.0	1	0.8	109	-1.7	-7	18	-10
Cc1cc(-c2csc(NC(=O)c3ccc(=O)[nH]c3)n2)c(C)n1Cc1ccccc1
    -1	-2.7	125	-1.4	15	-1.5	86	1.5	2	-33	-3
O=C(NC1=NCCS1)c1sc2cc(F)ccc2c1Cl
    4	-2.2	29	-0.3	12	3.5	114	2.1	-23	16	2
COc1ccccc1CNC(=O)Cn1ccc2cc(S(=O)(=O)N3CCCC3)ccc21
    1	-2.7	5	0.8	14	-0.4	/	0.9	-6	-2	-11
Cn1c(NC(=O)/C=C/c2ccccc2)cc(=O)n(C)c1=O
    -4	-4.3	4	-0.4	23	-0.3	126	2.6	7	16	-5
O=C(Nc1ccc(S(=O)(=O)N2CCOCC2)cc1)C1CCCCC1
    -4	-2.6	9	-1.3	16	1.9	99	4.6	8	14	-5
CCCCN(CC)C(=O)c1ccccc1Oc1ccccc1
    -2	-3.5	14	-0.9	18	0.2	/	2.0	4	9	5
Cc1ccccc1C(=O)OC1OC(=O)C(Cl)=C1Nc1ccccc1 (configuration not stated)
    /	/	1	-2.0	/	2.0	103	0.9	/	1	/

2 compounds drawn at random from those above, as already listed:
Order of results – HTR5A ag ctr	OPRM1-OPRD1 ag	Mot1-301 SUMO	Ecoli viability	MOR-DOR inv ag	AddAB inh	Pemphigus Ab inh	phage Ecoli inh	HTR5A inv ag	PfHsp90 set2	PKA-R1A activ
COc1ccccc1N1CCN(CCCNC(=O)Nc2ccccc2)CC1
    -5	-3.3	-6	1.3	14	3.1	100	3.4	12	20	-11
Cc1ccccc1C(=O)OC1OC(=O)C(Cl)=C1Nc1ccccc1 (configuration not stated)
    /	/	1	-2.0	/	2.0	103	0.9	/	1	/
